Screens from PubChem BioAssay.
PGC1a acetyl inh = lowers PGC1a acetylation signal in U2OS cells. 0.17% of 350,000 active. AlphaScreen anti-acetyl-lysine; with virally co-expressed GCN5 acetyltransferase. AID 651687. inhibition, % at 15.6 µM;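 active = every replicate shows inhibition of at least 40%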;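 also: 0% = neutral control wells and 100% = positive control wells; some results beyond the cut were filed as inactive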
S100A4 MyoIIA = blocks human S100A4 binding to myosin IIA peptide. S100A4/TAMRA-MyoIIA peptide fluorescence polarization. inhibition, % at 10.7 µM. 0.14% of 360,000 active. AID 652163;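 active = mean inhibition of at least 70% across replicates, with every replicate also reaching that level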
Target sequence (P26447 whole entry, looked up): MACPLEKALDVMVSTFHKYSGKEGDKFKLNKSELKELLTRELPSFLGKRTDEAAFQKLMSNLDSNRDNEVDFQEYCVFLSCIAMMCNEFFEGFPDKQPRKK
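Material: S100A4 monomer (human). Medium: Calcium-containing HEPES buffer, pH 7.2. Probe or stimulus: labelled myosin peptide probe, 5 nM. Compound dosing: one concentration per compound. Timing: polarization read 5 min after assay mix addition, stable 5–60 min. Benchmarks: DMSO as neutral control, TFP as positive control.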
PglD DTNB = blocks C. jejuni PglD acetyltransferase activity | inhibition, % at 12.5 µM | purified PglD enzyme, DTNB colorimetric CoA detection | 0.098% of 360,000 active; in the data active = inhibition above about 16%, passing the limit was not always enough; also: strong numbers were not always called active
FN deposit inh = fibronectin deposition inhibition; AH1F fibroblasts, Alexa488-fibronectin deposition fluorescence, overnight; inhibition, % at 12.6 µM; 0.086% of 350,000 active; AID 743247;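 active = mean inhibition across replicates of 30% or more, regardless of how many single replicates reach that level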;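 also: positive control wells lacked labelled fibronectin entirely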
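Test system: AH1F fibroblast monolayer depositing Alexa488-labelled fibronectin into matrix. Input: 10000 cells per well. Technique: fluorescence, ex 485 nm, em 525 nm. Buffer or medium: DMEM plus 2% serum, read in PBS. Timing: 1 h cell adhesion before compound, then overnight fibronectin incubation. Compound: single dose, pinned. Read-out basis: inhibition from reduced deposited-fibronectin fluorescence.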
ERAP1 inh = ERAP1 (human) enzyme inhibition. recombinant ERAP1, Leu-AMC fluorescence, 60 min. 0.15% of 340,000 active. Q9NZ08. inhibition, % at 10.7 µM;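 active = mean replicate inhibition of at least 30%, or all replicates individually reaching that 30% level; inactive = mean below 30% and not every replicate reaching it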;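 also: 0% = neutral control wells and 100% = L-leucinethiol positive control wells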
Target sequence (Q9NZ08 whole entry, looked up): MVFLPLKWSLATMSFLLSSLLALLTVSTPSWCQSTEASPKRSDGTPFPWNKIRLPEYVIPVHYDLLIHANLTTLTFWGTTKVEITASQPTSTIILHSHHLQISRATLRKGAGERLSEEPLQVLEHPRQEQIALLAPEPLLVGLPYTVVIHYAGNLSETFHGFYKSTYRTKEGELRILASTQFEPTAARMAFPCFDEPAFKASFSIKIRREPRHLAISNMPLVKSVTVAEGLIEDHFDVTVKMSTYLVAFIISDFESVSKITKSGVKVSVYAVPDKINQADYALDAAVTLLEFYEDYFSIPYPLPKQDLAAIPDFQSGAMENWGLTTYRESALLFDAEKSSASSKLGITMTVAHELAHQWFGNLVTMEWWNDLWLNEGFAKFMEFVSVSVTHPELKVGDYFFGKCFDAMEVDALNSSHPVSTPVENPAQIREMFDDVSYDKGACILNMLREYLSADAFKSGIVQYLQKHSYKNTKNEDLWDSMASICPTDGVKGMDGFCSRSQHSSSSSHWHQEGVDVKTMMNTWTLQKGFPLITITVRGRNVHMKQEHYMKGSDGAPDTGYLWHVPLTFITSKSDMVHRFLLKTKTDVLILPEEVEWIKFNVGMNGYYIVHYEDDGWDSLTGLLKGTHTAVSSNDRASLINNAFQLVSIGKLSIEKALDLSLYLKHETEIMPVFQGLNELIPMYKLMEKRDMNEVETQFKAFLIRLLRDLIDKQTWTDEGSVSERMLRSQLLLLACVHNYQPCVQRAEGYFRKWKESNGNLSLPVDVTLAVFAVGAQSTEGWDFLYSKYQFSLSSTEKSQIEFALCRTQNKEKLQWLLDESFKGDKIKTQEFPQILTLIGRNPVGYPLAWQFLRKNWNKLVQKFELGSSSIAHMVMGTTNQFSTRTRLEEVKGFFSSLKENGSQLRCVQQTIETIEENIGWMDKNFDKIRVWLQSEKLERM
PAX8 inh HTS = PAX8 transcriptional activity inhibition; RMG-I TPO-luciferase reporter, SteadyGlo, 24 h; inhibition, % at 12.6 µM; 1.2% of 360,000 active;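 active = mean replicate inhibition at least 60% with every replicate also reaching 60%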;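 also: luciferase light reporting Pax8 driven TPO promoter activity; plate controls were median of neutral control wells for no effect and mitoxantrone controls for full effect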
LGR2 inh = blocks bursicon-induced cAMP signaling via Drosophila LGR2; 0.35% of 380,000 active; inhibition, % at 9.99 µM; HEK293 LGR2, CRE-luciferase, bursicon-stimulated, 4 h;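 active = drop in luminescence signal, shown as inhibition above about 50% in the replicate tests, limit read from the data, passing the limit was not always enough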;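 also: agonist challenge used bursicon conditioned medium at about half maximal strength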
EWS-Fli inh = blocks EWS/Fli oncoprotein-driven transcription. A673 NR0B1-luciferase reporter, viability-normalised. inhibition, % at 12.6 µM. 0.67% of 350,000 active. AID 651661;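 active = mean inhibition of at least 50% after viability correction, with every replicate also passing that limit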;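 also: firefly luciferase signal divided by Alamar Blue viability fluorescence both relative to DMSO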
* marks the source's active call; other numbers are inactive results; & = joins results of further samples.

`C#CCOCCOCCOCCNc1nc(N2CCN(C(=O)CCCCCCCCCCNC(=O)[C@H](CO)n3cc(CCCSC)nn3)CC2)nc(N2CCN(C(=O)CCCCCCCCCCNC(=O)[C@H](CCCCN)n3cc(CCO)nn3)CC2)n1` gave S100A4 MyoIIA 2, PglD DTNB -5, FN deposit inh -3, ERAP1 inh -3, PAX8 inh HTS 16, LGR2 inh 3 and EWS-Fli inh 9.
O=C(CN(Cc1ccc(Br)cc1)S(=O)(=O)c1ccccc1)NCc1ccccn1 was read as S100A4 MyoIIA 2, PglD DTNB -2, FN deposit inh 6, ERAP1 inh 1, PAX8 inh HTS -2, LGR2 inh 3 and EWS-Fli inh -14.
Screening O=C(/C=C/c1ccc(Cl)cc1)NCCc1ccccc1 returned S100A4 MyoIIA -6, PglD DTNB 8, FN deposit inh -1, PAX8 inh HTS -6 and LGR2 inh -52.
C[C@H](CO)N1C[C@H](C)[C@@H](CN(C)C(=O)Nc2ccccc2)Oc2ccc(NC(=O)Cc3ccccc3)cc2C1=O was read as PGC1a acetyl inh -1&-5, S100A4 MyoIIA 6&-1, PglD DTNB 1&1, FN deposit inh -8, ERAP1 inh -3&0, PAX8 inh HTS -10&11, LGR2 inh -20&2 and EWS-Fli inh 0&-6.
`O=C(N/N=C/c1ccc(Cl)cc1)C1CC12CCC2` (centres undefined) gave S100A4 MyoIIA -2, PglD DTNB -2, FN deposit inh -13, ERAP1 inh 4, PAX8 inh HTS -98 and EWS-Fli inh -76.
For Brc1cc(/C=N/n2cnnc2)oc1Br the results were S100A4 MyoIIA -4, FN deposit inh -5, ERAP1 inh -5, PAX8 inh HTS 8, LGR2 inh -20 and EWS-Fli inh 3.
For C=CCNCCCOc1ccc(C(C)(C)c2ccccc2)cc1 the results were PGC1a acetyl inh -12, S100A4 MyoIIA 0, PglD DTNB -6, FN deposit inh -7, ERAP1 inh 4, PAX8 inh HTS 4, LGR2 inh -22 and EWS-Fli inh 9.
Screening CN(Cc1ccccc1)C(=O)COC(=O)/C=C/c1ccc2c(c1)OCO2 returned S100A4 MyoIIA 7, PglD DTNB -1, FN deposit inh 5, ERAP1 inh -3, PAX8 inh HTS -13, LGR2 inh 5 and EWS-Fli inh -33.
`COc1ccccc1N1CC(C(=O)OCc2nc(N)nc(Nc3ccccc3)n2)CC1=O` (centres undefined) gave PGC1a acetyl inh 17, S100A4 MyoIIA -1, PglD DTNB -1, ERAP1 inh 5, PAX8 inh HTS 5, LGR2 inh 4 and EWS-Fli inh -7.
Screening O=C1CC(NS(=O)(=O)c2cccnc2)CN1c1ccccc1 (centres undefined) returned PGC1a acetyl inh -5, S100A4 MyoIIA -17, PglD DTNB -6, FN deposit inh 5, ERAP1 inh -1, PAX8 inh HTS 11, LGR2 inh 1 and EWS-Fli inh 2.
`CC(C)(C)NC(=O)COc1ccc2oc3c(c2c1)CCCC3` gave PGC1a acetyl inh -4, S100A4 MyoIIA -3, PglD DTNB 0, FN deposit inh -2, ERAP1 inh 2, PAX8 inh HTS -15, LGR2 inh 8 and EWS-Fli inh -20.
CCCCCCCCN1C(=O)[C@H](CC(=O)NCC2CCCCC2)C[C@@]2(C(=O)OC)CCCCC=C12 was read as S100A4 MyoIIA -15, FN deposit inh 0, ERAP1 inh -3, PAX8 inh HTS -2, LGR2 inh 10 and EWS-Fli inh 1.
Screening COCCOC(=O)c1[nH]c2c(c1C)C(=O)CC(c1cc(OC)c(OC)c(OC)c1)C2 (centres undefined) returned S100A4 MyoIIA -11, FN deposit inh 2, ERAP1 inh 4, PAX8 inh HTS 8, LGR2 inh -12 and EWS-Fli inh 15.
`CC(=O)N1C[C@H]2CON(C)[C@H]2C[C@H]1c1ccc(-c2ccccc2)cc1` gave PGC1a acetyl inh 2, S100A4 MyoIIA 2, PglD DTNB -3, FN deposit inh 8, ERAP1 inh 6, PAX8 inh HTS -7, LGR2 inh 9 and EWS-Fli inh 3.
Screening O=C(c1cnccn1)N1CCc2c([nH]c3ccccc23)C1c1cccc(Cl)c1 (centres undefined) returned S100A4 MyoIIA -5, PglD DTNB 7, FN deposit inh 2, ERAP1 inh -3, PAX8 inh HTS 19, LGR2 inh -5 and EWS-Fli inh 13.
For OC[C@@H]1CN(Cc2ccccc2)C[C@H](n2cnc3c(Nc4ccccc4)ncnc32)O1 the results were PGC1a acetyl inh 1, S100A4 MyoIIA 0, PglD DTNB -2, FN deposit inh -14, ERAP1 inh 2, PAX8 inh HTS 3, LGR2 inh -3 and EWS-Fli inh 0.
`C[C@H](NC(=O)C[C@@H]1C=C[C@@H](NC(=O)C2CCOCC2)[C@H](CO)O1)c1ccccc1` gave PGC1a acetyl inh -6, S100A4 MyoIIA -12, PglD DTNB -1, ERAP1 inh -1, PAX8 inh HTS -15, LGR2 inh -10 and EWS-Fli inh 4.
C[C@H](CO)N1C[C@H](C)[C@@H](CN(C)S(C)(=O)=O)Oc2ncc(C#Cc3cccnc3)cc2C1=O was read as PGC1a acetyl inh -7, S100A4 MyoIIA 20, PglD DTNB 1, ERAP1 inh 0, LGR2 inh -5 and EWS-Fli inh -4.
`COc1ccc(S(=O)(=O)N(C)C[C@H]2Oc3c(NC(=O)c4ccncc4)cccc3C(=O)N([C@@H](C)CO)C[C@@H]2C)cc1` gave PGC1a acetyl inh 6, S100A4 MyoIIA -2, PglD DTNB 0, ERAP1 inh 0, LGR2 inh 5 and EWS-Fli inh 2.
`COc1cccc(CNC(=O)[C@H]2CCCN2C(=O)[C@H]2CCCN2C(=O)c2ccc(F)c(C(F)(F)F)c2)c1` gave S100A4 MyoIIA 40, FN deposit inh -5, ERAP1 inh 2, PAX8 inh HTS -15, LGR2 inh -3 and EWS-Fli inh -5.
CCCC#Cc1ccc([C@H]2[C@@H](CO)N3CCCCN(S(=O)(=O)CC)C[C@H]23)cc1 was read as PGC1a acetyl inh 5, S100A4 MyoIIA 7, PglD DTNB -4, ERAP1 inh 0, PAX8 inh HTS 6 and LGR2 inh -10.
`CO[C@@H]1CN(C)C(=O)c2cc(NS(=O)(=O)Cc3ccccc3)ccc2OC[C@H](C)NC[C@H]1C` gave PGC1a acetyl inh 3, S100A4 MyoIIA 3, PglD DTNB 0, FN deposit inh 1, ERAP1 inh 1, PAX8 inh HTS -6, LGR2 inh 4 and EWS-Fli inh -2.
Screening O=C(N/C(=C/c1cccc([N+](=O)[O-])c1)C(=O)N1CCCC1)c1ccccc1 returned PGC1a acetyl inh 7, S100A4 MyoIIA 2, PglD DTNB -5, FN deposit inh -2, ERAP1 inh 0, PAX8 inh HTS 1, LGR2 inh -8 and EWS-Fli inh 2.
`O=C(N/N=C/c1ccco1)c1cc(-c2cccc3ccccc23)n[nH]1` gave PGC1a acetyl inh 0, PglD DTNB -3, FN deposit inh -11 and PAX8 inh HTS -36.
O=C(N[C@H]1CC[C@@H](CCNC(=O)C2CCCCC2)O[C@H]1CO)c1ccccn1 was read as PGC1a acetyl inh -13, S100A4 MyoIIA 2, PglD DTNB 0, ERAP1 inh -2, PAX8 inh HTS 4, LGR2 inh 2 and EWS-Fli inh 13.
Screening C[C@@H]1CN([C@@H](C)CO)S(=O)(=O)c2ccc(-c3ccncc3)cc2O[C@@H]1CN(C)C(=O)c1ccc2c(c1)OCO2 returned PGC1a acetyl inh 14, S100A4 MyoIIA 15, PglD DTNB -2, ERAP1 inh 1, LGR2 inh -2 and EWS-Fli inh -1.
COc1cccc(CCOC(=O)c2c(-c3ccsc3)oc3c2C(OC(C)=O)CCC3)c1 (centres undefined) was read as S100A4 MyoIIA 1, PAX8 inh HTS 23, LGR2 inh 20 and EWS-Fli inh -33.
For Cc1cccc2cc(/C=N/NC(=O)c3ccncc3)c(Cl)nc12 the results were PGC1a acetyl inh -12, S100A4 MyoIIA -3, PglD DTNB -4, FN deposit inh -8, PAX8 inh HTS 15, LGR2 inh -17 and EWS-Fli inh 7.
For COC(=O)c1cc(NC(=O)C23CCC(C)(C(=O)O2)C3(C)C)cc(C(=O)OC)c1 (centres undefined) the results were PGC1a acetyl inh 11, PglD DTNB -4, FN deposit inh 3 and PAX8 inh HTS 6.
Screening CCN(C[C@H]1N[C@@](Cc2ccccc2)(C(=O)OC)[C@H]2C(=O)N(Cc3ccccc3)C(=O)[C@@H]12)S(=O)(=O)c1ccc(F)cc1 returned PGC1a acetyl inh 5, S100A4 MyoIIA -1, PglD DTNB 1, FN deposit inh 12, ERAP1 inh -2, PAX8 inh HTS 35, LGR2 inh 1 and EWS-Fli inh -5.
`C[C@@H]1CCCCO[C@@H](CN(C)S(=O)(=O)c2ccc(Cl)cc2)[C@H](C)CN([C@@H](C)CO)C(=O)c2cc(NC(=O)C3CCCCC3)ccc2O1` gave PGC1a acetyl inh 11, S100A4 MyoIIA 4, PglD DTNB -1, FN deposit inh -5, ERAP1 inh 0, PAX8 inh HTS 39, LGR2 inh 9 and EWS-Fli inh 2.
For COC(=O)CC(=O)N1CCN(c2ccc(Cl)c(Cl)c2)CC1 the results were S100A4 MyoIIA 2, FN deposit inh 4, ERAP1 inh 6, PAX8 inh HTS 13, LGR2 inh -7 and EWS-Fli inh 7.
For C[C@@H]1CN([C@H](C)CO)C(=O)c2cccc(NC(=O)Nc3ccc(C(F)(F)F)cc3)c2O[C@H]1CN(C)C(=O)Nc1ccc(C(F)(F)F)cc1 the results were PGC1a acetyl inh 10, S100A4 MyoIIA -20, PglD DTNB 4, ERAP1 inh 1, PAX8 inh HTS 29, LGR2 inh 46 and EWS-Fli inh 6.
Screening COc1cccc(C(O)c2ncc(-c3ccccc3Cl)[nH]2)c1 (centres undefined) returned S100A4 MyoIIA -2, PglD DTNB -3, FN deposit inh -7, ERAP1 inh 6, PAX8 inh HTS -21, LGR2 inh -14 and EWS-Fli inh -13.
Screening Clc1ccc(-c2nnc3n2-c2ccccc2SC3)cc1 returned S100A4 MyoIIA -1, FN deposit inh 6, ERAP1 inh 1, PAX8 inh HTS 0, LGR2 inh -6 and EWS-Fli inh -5.
O=S(=O)(c1ccc(F)cc1)N1CCN(S(=O)(=O)c2ccc3c(c2)OCCO3)CC1 was read as S100A4 MyoIIA 3, PglD DTNB -5, FN deposit inh 3, ERAP1 inh 3, PAX8 inh HTS -4, LGR2 inh 6 and EWS-Fli inh -4.
`C[C@@H]1CN([C@H](C)CO)C(=O)c2cc(NC(=O)Nc3cccc4ccccc34)ccc2O[C@H]1CN(C)Cc1ccccc1` gave S100A4 MyoIIA 10, PglD DTNB -1, ERAP1 inh 2, PAX8 inh HTS -34, LGR2 inh -2 and EWS-Fli inh 1.
Screening CCN(CC(=O)Nc1ccc(NC(C)=O)cc1)C(=O)/C=C/c1ccc(S(=O)(=O)N2CCCCCC2)cc1 returned S100A4 MyoIIA -8, PglD DTNB 7, FN deposit inh 4, ERAP1 inh -1, PAX8 inh HTS 3 and LGR2 inh -5.
O=C(O)c1ccccc1-c1ccccc1C(=O)Nc1ccc2c(c1)[nH]c(=O)c1ccccc12 was read as PGC1a acetyl inh 6, S100A4 MyoIIA -3, PglD DTNB 0, FN deposit inh 4, ERAP1 inh 5, PAX8 inh HTS -11, LGR2 inh -1 and EWS-Fli inh -11.

As a short view, 2 of the compounds above:
`C#CCOCCOCCOCCNc1nc(N2CCN(C(=O)CCCCCCCCCCNC(=O)[C@H](CO)n3cc(CCCSC)nn3)CC2)nc(N2CCN(C(=O)CCCCCCCCCCNC(=O)[C@H](CCCCN)n3cc(CCO)nn3)CC2)n1` gave S100A4 MyoIIA 2, PglD DTNB -5, FN deposit inh -3, ERAP1 inh -3, PAX8 inh HTS 16, LGR2 inh 3 and EWS-Fli inh 9.
O=C(CN(Cc1ccc(Br)cc1)S(=O)(=O)c1ccccc1)NCc1ccccn1 was read as S100A4 MyoIIA 2, PglD DTNB -2, FN deposit inh 6, ERAP1 inh 1, PAX8 inh HTS -2, LGR2 inh 3 and EWS-Fli inh -14.
